Xi reactivation: reactivates the inactive X chromosome in mouse fibroblasts | XiGFP mouse fibroblasts, % GFP-positive cells imaging, 3 d; cells co-treated with 5-aza-dC sensitizer; scaled so ellipticine positive control = 100% | activation, % at 7.58 µM | actives 0.055% (n = 360,000) | AID 743238;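 active means mean normalized replicate activation at least 10% and every replicate at or above 10%; inconclusive means only one of the two criteria met; inactive means mean below 10% and not all replicates reach 10%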;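 further: 0% = median of on-plate neutral control wells and 100% = ellipticine 6 µM median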
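System: XiGFP fibroblasts, SV40-immortalized. Medium: DMEM plus 5-aza-dC sensitizer. Doses: single point. Timing: 3 d treatment, 15 min room-temperature fixation. Control set: ellipticine 6 µM.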
E-sel inducer: induces E-selectin expression in human endothelial cells. P16581. HUVEC E-selectin immunofluorescence imaging; normalized: neutral wells 0, TNF-alpha wells 100. activation, % at 7.58 µM. actives 0.37% (n = 260,000);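 active means mean E-selectin-positive cell signal at least 10% of the positive control, reached in at least 60% of replicates, without over 20% cell loss; inconclusive means no rule given, readout overlaps actives, possibly toxicity-flagged; inactive means the rest, including those meeting only one limit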;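 further: in these data hits start at about 27%; measured in HUVEC primary endothelial cells; signal is the percent of cells scored E-selectin positive by PE staining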
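System: HUVEC / Compound: single concentration / Signal: immunofluorescence imaging / Read-out: percent E-selectin-positive cells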
RAD54 inh: inhibitors of human RAD54 branch migration; Q92698; RAD54 Holliday junction branch migration, FAM/BHQ fluorescence; inhibition, % at 10.4 µM; actives 0.14% (n = 360,000); AID 602329;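 active means mean normalized replicate activity at least 40 and at least half of replicates scoring 40 or more; inconclusive means only one of the two criteria met; inactive means mean below 40 and under half of replicates reaching 40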;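 further: 0% = median of neutral control wells and 100% = median of positive control wells; inhibitors cause a drop in the FAM fluorescence signal; in these data hits start at about 50%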
Target sequence (Q92698 whole entry, looked up): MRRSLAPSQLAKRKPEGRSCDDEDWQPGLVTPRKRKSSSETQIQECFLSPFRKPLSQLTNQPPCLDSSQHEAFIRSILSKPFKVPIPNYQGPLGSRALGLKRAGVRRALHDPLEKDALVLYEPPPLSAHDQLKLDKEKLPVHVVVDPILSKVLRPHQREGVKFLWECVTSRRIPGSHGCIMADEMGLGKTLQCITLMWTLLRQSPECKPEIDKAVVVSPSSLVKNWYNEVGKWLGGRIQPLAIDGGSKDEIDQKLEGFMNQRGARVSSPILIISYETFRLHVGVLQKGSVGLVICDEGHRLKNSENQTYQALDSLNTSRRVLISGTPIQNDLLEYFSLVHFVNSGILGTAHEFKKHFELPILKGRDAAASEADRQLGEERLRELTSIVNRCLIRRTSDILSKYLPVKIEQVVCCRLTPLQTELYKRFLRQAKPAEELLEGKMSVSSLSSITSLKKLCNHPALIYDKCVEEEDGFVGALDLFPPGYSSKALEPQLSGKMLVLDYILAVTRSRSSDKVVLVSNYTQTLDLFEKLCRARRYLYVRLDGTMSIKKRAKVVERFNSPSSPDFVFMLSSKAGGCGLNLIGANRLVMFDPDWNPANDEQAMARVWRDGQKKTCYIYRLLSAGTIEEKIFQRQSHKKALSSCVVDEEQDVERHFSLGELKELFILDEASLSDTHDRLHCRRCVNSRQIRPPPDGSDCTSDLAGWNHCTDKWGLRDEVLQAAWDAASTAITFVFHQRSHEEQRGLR
An asterisk follows results filed as active; ? = inconclusive.

mol,Xi reactivation,E-sel inducer,RAD54 inh
COc1ccc(NC(=S)N(CCCN2CCCCC2)Cc2cccs2)cc1,-0.1,1.1,8
O=C(Nc1ccc(O)c(-c2nc3ccccc3s2)c1)c1cc(=O)c2ccccc2o1,0.0,-2.6,3
CC1CCN(S(=O)(=O)N2CCC(C(=O)NCc3ccc4c(c3)OCO4)CC2)CC1,-0.1,-1.8,-1
Cc1cc(C)cc(OCC(=O)NNC(=O)CN2C(=O)c3ccccc3C2=O)c1,0.0,-0.1,-6
O=C1NC(CCc2ccccc2)C(=O)N1Cc1ccccc1Cl (centres undefined),-0.1,-0.8,-7
CN1CCN(C(=O)c2cnn3c(C(F)(F)F)cc(-c4cccs4)nc23)CC1,0.1,0.1,1
Cc1ccc(NC(=O)COC(=O)c2cc(Cl)cc(Cl)c2)c(Br)c1,-0.3,1.2,2
COc1ccc(C(=O)CSc2nnc(CN3CCCCC3)n2-c2ccc(Cl)cc2)cc1OC,0.2,0.4,-11
Cc1ccc(NS(=O)(=O)c2ccc(OCC(=O)NCc3ccncc3)cc2)cc1,-0.1,-0.1,9
COc1ccc(/C=C/c2noc(-c3ccccc3O)n2)cc1,-0.1,2.0,-10
CN(CC#CC1(O)c2ccccc2-c2ccccc21)Cc1ccccc1,0.0,-0.1,-1
COc1ccccc1NC(CC(=O)c1ccccc1)C(=O)OCC(=O)c1ccc(Br)cc1 (centres undefined),-0.1,-0.1,-13
COc1ccc(N(CCC#N)S(=O)(=O)c2cccc3nsnc23)cc1,-0.1,-0.1,1
CCOC(=O)N(NC(=O)C(O)(c1ccccc1)c1ccccc1)c1ccccc1,0.0,0.6,-9
COC(=O)C(CCSC)NC(=O)c1cc2c(n(-c3ccccc3)c1=O)CC(C)(C)CC2=O (centres undefined),-0.2,-0.1,3
CCOc1ccc(NC(=S)Nc2ccc(OCc3ccccc3)cc2)cc1,0.7,-0.2,1
Cc1cccc(C)c1Nc1nnc(SCC(=O)NCc2cccs2)s1,0.2,-0.2,-9
CCCCNC(=S)NC1CCCC1,0.5,0.0,-6
CC(NC(=O)CCSCCC(=O)NC(C)c1ccccc1)c1ccccc1 (centres undefined),0.2,-0.2,-2
N#Cc1cc(C(=O)c2cc(F)ccc2O)cn(-c2nccs2)c1=O,0.0,0.7,-92
Cc1nn(Cc2ccc(F)cc2)c(C)c1NC(=O)c1cccnc1Cl,0.0,0.3,9
NC(=NCCc1ccccc1)NS(=O)(=O)c1ccc(F)cc1,-0.2,0.0,-1
O=C(Nc1ccc(Cl)c(S(=O)(=O)Nc2ccccc2Cl)c1)c1cccs1,0.1,0.0,-14
Cc1c(C#N)c(N)nc2c3c(sc12)NC(=O)CC3c1ccccc1 (centres undefined),0.0,-0.3,1
Cc1c(Br)c([N+](=O)[O-])nn1CC(=O)Nc1sc2c(c1C(=O)OC(C)C)CCC(C)C2 (centres undefined),0.0,0.0,-6

A second format for some results above:
Every second line gives: Xi reactivation | E-sel inducer | RAD54 inh
> COc1ccc(NC(=S)N(CCCN2CCCCC2)Cc2cccs2)cc1
→ -0.1 | 1.1 | 8
> O=C(Nc1ccc(O)c(-c2nc3ccccc3s2)c1)c1cc(=O)c2ccccc2o1
→ 0.0 | -2.6 | 3
> CC1CCN(S(=O)(=O)N2CCC(C(=O)NCc3ccc4c(c3)OCO4)CC2)CC1
→ -0.1 | -1.8 | -1
> Cc1cc(C)cc(OCC(=O)NNC(=O)CN2C(=O)c3ccccc3C2=O)c1
→ 0.0 | -0.1 | -6
> O=C1NC(CCc2ccccc2)C(=O)N1Cc1ccccc1Cl (centres undefined)
→ -0.1 | -0.8 | -7
> CN1CCN(C(=O)c2cnn3c(C(F)(F)F)cc(-c4cccs4)nc23)CC1
→ 0.1 | 0.1 | 1
> Cc1ccc(NC(=O)COC(=O)c2cc(Cl)cc(Cl)c2)c(Br)c1
→ -0.3 | 1.2 | 2
> COc1ccc(C(=O)CSc2nnc(CN3CCCCC3)n2-c2ccc(Cl)cc2)cc1OC
→ 0.2 | 0.4 | -11
> Cc1ccc(NS(=O)(=O)c2ccc(OCC(=O)NCc3ccncc3)cc2)cc1
→ -0.1 | -0.1 | 9
> COc1ccc(/C=C/c2noc(-c3ccccc3O)n2)cc1
→ -0.1 | 2.0 | -10
> CN(CC#CC1(O)c2ccccc2-c2ccccc21)Cc1ccccc1
→ 0.0 | -0.1 | -1
> COc1ccccc1NC(CC(=O)c1ccccc1)C(=O)OCC(=O)c1ccc(Br)cc1 (centres undefined)
→ -0.1 | -0.1 | -13
> COc1ccc(N(CCC#N)S(=O)(=O)c2cccc3nsnc23)cc1
→ -0.1 | -0.1 | 1
> CCOC(=O)N(NC(=O)C(O)(c1ccccc1)c1ccccc1)c1ccccc1
→ 0.0 | 0.6 | -9
> COC(=O)C(CCSC)NC(=O)c1cc2c(n(-c3ccccc3)c1=O)CC(C)(C)CC2=O (centres undefined)
→ -0.2 | -0.1 | 3
> CCOc1ccc(NC(=S)Nc2ccc(OCc3ccccc3)cc2)cc1
→ 0.7 | -0.2 | 1
> Cc1cccc(C)c1Nc1nnc(SCC(=O)NCc2cccs2)s1
→ 0.2 | -0.2 | -9
> CCCCNC(=S)NC1CCCC1
→ 0.5 | 0.0 | -6

(more compounds)
mol,Xi reactivation,E-sel inducer,RAD54 inh
CC1(C)COC(/C=C/c2ccc([N+](=O)[O-])cc2)=N1,0.5,0.9,15
Cc1nc(Cl)c(C(=O)NC(=O)NCc2ccccc2)c(C)c1Cl,0.1,1.2,-8
COc1ccc(C2CC(c3ccc(Br)cc3)=NN2C(=O)c2cccnc2)cc1 (centres undefined),0.3,-0.5,-1
CC(=O)NC1=NN(C(C)=O)C(C)(CCS(=O)(=O)c2ccc(Cl)c(Cl)c2)S1 (centres undefined),0.1,-1.4,1
O=C(N/N=C/c1cccs1)/C(=C/c1ccccc1)NC(=O)c1ccccc1,0.3,2.8,-6
CCn1cc(CNC(=O)c2cccc([N+](=O)[O-])c2)c(C)n1,-0.2,0.0,-1
CC(C)Oc1ccc(/C=N/NC(N)=S)cc1,0.1,0.0,-14
COc1cc2cc(CN(Cc3cccs3)C(=S)Nc3ccccc3)c(=O)[nH]c2cc1OC,0.0,0.0,8
O=C(NC(=S)N1CCN(c2ccc(C(F)(F)F)cc2[N+](=O)[O-])CC1)c1cccs1,0.5,2.5,-9
Cc1cc2nnc(SCC(=O)Nc3cccc(S(=O)(=O)N4CCOCC4)c3)n2c2ccccc12,-0.2,1.0,-4
COC(=O)c1ccc(CO/N=C(\NC(C)=O)c2nonc2NC(C)=O)cc1,-0.2,6.6,-2
CCOc1cc(/C=N/NC(=O)CSc2nncn2C)ccc1OCc1cccc(C)c1,-0.1,-2.4,7
COC(=O)C1=C(C)N(c2ccc(Br)cc2)C(=O)/C1=C\c1ccco1,-0.1,-0.3,-3
COC(=O)CSc1nc2ccc(NC(=O)c3ccccc3C(=O)N3CCOCC3)cc2s1,0.0,-0.2,-6
O=C(Nc1cccc(F)c1)N1CCCCN2[C@H](CO)[C@H](c3ccc(C#Cc4ccccc4)cc3)[C@@H]2C1,1.4,-0.9,4
COC(=O)c1ccccc1NC(=O)C1CCCO1 (centres undefined),0.1,0.7,5
Cn1cnnc1SCc1ccc(C(=O)N=Nc2c(O)n(Cc3ccc(Cl)cc3)c3ccccc23)cc1,0.0,-3.1,2
FC(F)(F)c1ccc(/C=N/N2CCN(Cc3ccccc3)CC2)cc1,0.0,-0.1,-11
CCC(C(=O)OCC(=O)Nc1ccccc1-c1ccccc1)c1ccccc1 (centres undefined),0.0,1.4,-6
O=C(COC(=O)/C=C/c1cccc(C(F)(F)F)c1)NC(c1ccccc1)c1ccccc1,0.0,-0.2,2
Cc1ccc(-c2ccc(CCC(=O)O)n2NC(N)=S)cc1,0.0,0.1,2
O=C(Cc1ccc(Cl)cc1)N/N=C/c1c(Cl)cccc1Cl,0.3,0.9,-3
COC(=O)c1cccc(S(=O)(=O)N2CCCC2)c1,0.0,0.0,-6
C/C(=N\NC(=S)Nc1cccc(C)c1)c1cccc(N)c1,-0.1,3.0,-10
O=C(NNC(=O)c1cccnc1)Nc1cccc(Cl)c1Cl,0.0,0.3,-17
CCCCc1c(C)nc2ccc(C(=O)OCC)cc2c1Cl,0.4,0.0,-7
O=C1C(=Cc2cccn2-c2ccccc2)C(=O)c2ccccc21,0.1,-2.8,-12
O=C(COc1ccccc1[N+](=O)[O-])N/N=C/c1ccc(O)cc1,0.0,-0.4,-4
CC(C)(C)c1nnc(N/N=C/c2ccccc2O)n(N)c1=O,1.0,0.1,-1
COc1ccc(C2(CNC(=O)c3ccc(OCC(C)C)cc3)CCOCC2)cc1,-0.2,-0.3,-1
CCOC(=O)c1ccc(N2C(=O)c3n[nH]c(-c4ccco4)c3C2c2ccc([N+](=O)[O-])cc2)cc1 (centres undefined),-0.1,-0.5,-1
Cc1ccccc1NC(=O)c1ccc(NS(=O)(=O)c2cc(C(C)(C)C)cc(C)c2C)cc1,0.0,0.2,1
CN(C)S(=O)(=O)c1cccc(-c2nn(-c3ccccc3)cc2/C=C(\C#N)c2nc3ccccc3[nH]2)c1,0.0,0.0,1
C=CCNC1=C(Cl)C(=O)c2ccccc2C1=O,0.1,0.1,-7
O=C(COC(=O)CCc1nc2ccccc2c(=O)[nH]1)NC(=O)NC1CCCC1,0.3,?,-2
CCOC(=O)c1sc(NC(=S)NC(=O)c2ccccc2)c(C(=O)OCC)c1C,0.0,0.0,-1
COc1ccc(/C=C/C(=O)NC(=S)Nc2ccc(C(=O)O)cc2)cc1,-0.2,-0.4,0
O=C(c1ccccc1)c1c2c(cc3sc4ccccc4[n+]13)-c1cccc3cccc-2c13,73*,179*,105*
O=C(Nc1ccccc1)N1CCCCN2[C@H](C1)[C@H](c1ccc(C#Cc3cccnc3)cc1)[C@@H]2CO,-0.1,0.0,-8
CCCCC(=O)NC(c1ccccc1Cl)c1c(O)ccc2ccccc12 (centres undefined),0.0,?,6
Cc1ccccc1OCc1nc2ccccc2c(=O)n1/N=C/c1cccc([N+](=O)[O-])c1,0.0,0.3,5
Cc1ccc(/C=C2\CCC(C3CCCC3)C2=O)cc1 (centres undefined),0.0,-0.7,-7
CCn1nc(C)c(/C=N/NC(=O)Cn2nccc2C)c1C,0.0,0.3,-6
COc1cc(NC(=O)COC(=O)c2cc(S(=O)(=O)N3CCCCC3)ccc2Cl)c(C)cc1[N+](=O)[O-],0.0,-0.6,-2
COc1ccc(CN2[C@@H](CC(C)=O)c3cc(C(F)(F)F)ccc3S2(=O)=O)cc1,0.0,1.0,-3
COc1cc(C(Nc2ccc(S(=O)(=O)N3CCC(C)CC3)cc2)C(=O)NCC2CCCO2)cc(OC)c1OC (centres undefined),0.2,0.0,-5
CCN(C(=O)COC(=O)c1ccccc1SCC(=O)NC1CCCCCCC1)C1CCS(=O)(=O)C1 (centres undefined),0.0,-0.1,-4
CC(C)CNC(=S)Nc1ccc(S(N)(=O)=O)cc1,0.0,0.0,2
CCN(CC)c1ccc(NC(=O)COc2ccccc2C#N)cc1S(=O)(=O)Nc1ccc(OC)cc1,0.0,-0.2,-4
S=C(NCc1ccncc1)Nc1ccc(Cl)c(Cl)c1,0.2,1.1,1

(more compounds)
mol,Xi reactivation,E-sel inducer,RAD54 inh
O=S(=O)(Nc1cccc(-c2cn3cccnc3n2)c1)c1ccccc1,0.0,4.6,-2
CCNC(=S)NCCN1CCOCC1,0.0,0.3,7
O=C(c1ccccc1NS(=O)(=O)c1ccc(F)cc1)N1CCc2ccccc21,-0.2,-0.1,1
COc1cc(C(=S)N2CCCC2)cc(Cl)c1OCC(=O)Nc1ccc(C)cc1C,0.0,7.4,-5
O=C(N/N=C/c1ccc(O)cc1O)/C(=C/c1ccccc1)CCO,0.0,-1.2,-6
O=C(CSc1nnc(SCc2ccc(Cl)cc2)s1)c1ccc2c(c1)OCO2,-0.3,-0.4,-4
O=C(NC(=S)NCCC1=CCCCC1)c1cncc(Br)c1,0.0,1.4,-3
COc1cc(OC)c(C(=O)Nc2ccccc2-c2ccccc2)cc1OC,0.0,-0.9,-4
CCn1c(CCNC(=O)c2ccc(C)cc2)nnc1SCc1ccc(Cl)c(Cl)c1,-0.1,-0.1,-13
O=C(COC(=O)CCC1CCCC1)Nc1ccc(Cl)cc1F,0.0,-0.5,1
COCCCNC(=S)NC1CCCCC1,-0.1,0.0,2
O=C(/C=C/c1ccc(Cl)cc1)N1CCN(c2ccc([N+](=O)[O-])c(N3CCOCC3)c2)CC1,0.2,-2.8,3

Screening data from PubChem BioAssay.

These rows are one share of the data (hit frequency here may not be typical).
